KDM5B inhibitor: inhibitors of human KDM5B histone demethylase | Q9UGL1 | KDM5B demethylase, FDH-coupled NADH fluorescence (FDH is formaldehyde dehydrogenase) | Potency, µM (titrated, usually from 57.7 µM), without a hit: at the top dose activity change, negative = inhibition, most hits filed as inhibitors | actives 2.6% (n = 220,000); active means well fitted inhibition curve with a large enough effect; inconclusive means small, poorly fitted or top-dose-only effect; inactive means no such curve, though single readings can be large or run the other way; further: 0% is about no effect; nearly all actives have a fitted effect of over 70% in size
Target sequence (Q9UGL1 whole entry, looked up): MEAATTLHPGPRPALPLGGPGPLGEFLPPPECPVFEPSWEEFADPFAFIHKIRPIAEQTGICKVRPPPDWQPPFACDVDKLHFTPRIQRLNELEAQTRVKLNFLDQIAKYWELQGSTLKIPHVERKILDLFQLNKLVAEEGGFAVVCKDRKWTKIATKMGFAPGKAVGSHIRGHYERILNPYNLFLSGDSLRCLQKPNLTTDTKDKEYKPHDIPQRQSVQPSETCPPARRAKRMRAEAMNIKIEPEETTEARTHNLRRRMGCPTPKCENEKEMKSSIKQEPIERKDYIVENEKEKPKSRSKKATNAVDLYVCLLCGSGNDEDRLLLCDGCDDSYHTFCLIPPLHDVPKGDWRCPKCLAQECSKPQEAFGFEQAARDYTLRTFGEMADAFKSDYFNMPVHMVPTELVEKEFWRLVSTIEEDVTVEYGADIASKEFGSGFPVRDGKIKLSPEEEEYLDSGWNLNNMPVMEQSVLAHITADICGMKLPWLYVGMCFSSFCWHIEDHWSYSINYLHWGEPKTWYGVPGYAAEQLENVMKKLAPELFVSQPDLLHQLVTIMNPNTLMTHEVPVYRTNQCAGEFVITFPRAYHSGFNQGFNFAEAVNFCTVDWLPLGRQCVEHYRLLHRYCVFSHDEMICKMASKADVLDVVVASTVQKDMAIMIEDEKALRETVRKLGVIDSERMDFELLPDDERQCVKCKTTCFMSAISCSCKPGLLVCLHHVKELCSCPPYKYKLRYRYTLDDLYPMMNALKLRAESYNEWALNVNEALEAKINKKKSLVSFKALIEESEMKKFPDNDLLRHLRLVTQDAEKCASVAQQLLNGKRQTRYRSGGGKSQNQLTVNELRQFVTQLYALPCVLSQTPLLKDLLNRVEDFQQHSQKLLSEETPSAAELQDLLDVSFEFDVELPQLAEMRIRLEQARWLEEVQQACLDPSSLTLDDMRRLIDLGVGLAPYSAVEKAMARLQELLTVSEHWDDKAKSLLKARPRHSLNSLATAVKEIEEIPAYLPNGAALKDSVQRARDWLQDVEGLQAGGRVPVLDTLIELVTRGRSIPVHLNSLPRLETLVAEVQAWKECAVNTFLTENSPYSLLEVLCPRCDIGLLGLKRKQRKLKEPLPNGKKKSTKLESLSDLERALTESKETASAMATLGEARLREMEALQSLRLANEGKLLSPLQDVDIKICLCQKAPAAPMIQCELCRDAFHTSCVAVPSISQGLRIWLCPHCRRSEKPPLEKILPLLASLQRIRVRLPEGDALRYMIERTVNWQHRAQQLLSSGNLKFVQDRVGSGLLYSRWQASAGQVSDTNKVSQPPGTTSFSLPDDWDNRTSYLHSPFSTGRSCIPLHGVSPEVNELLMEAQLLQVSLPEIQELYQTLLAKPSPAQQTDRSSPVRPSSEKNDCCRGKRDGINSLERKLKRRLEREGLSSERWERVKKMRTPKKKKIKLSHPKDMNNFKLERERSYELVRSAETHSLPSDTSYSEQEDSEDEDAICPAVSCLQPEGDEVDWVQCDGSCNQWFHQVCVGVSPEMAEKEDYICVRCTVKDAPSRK
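Coupled FDH/NAD⁺ fluorescence readout. KDM5BΔAP 200 nM final; compound titration, 10 min RT preincubation; substrate mix 12.5 µM H3K4me3, 25 µM 2-OG, 50 µM Fe(II), 100 µM ascorbate, 0.25 mM NAD⁺, 0.25 U/mL FDH; ΔRFU over 30 min.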
Numbers without * were called inactive; ? = inconclusive; & = joins results of further samples; [ ] = remark or other dose. Potency means the concentration at half of the fitted maximal effect. Some of the compounds tested (hit frequency here may not be typical).

The first 19 records, to show the layout:
SMILES | KDM5B inhibitor
CCC(Sc1nnc2c(=O)n(-c3ccccc3OC)ccn12)C(=O)Nc1cc(C)ccc1C (stereo not drawn) | -10%
CC(C)Oc1ccc(Br)cc1/C=C/C(=O)O | -1%
CN1CCc2c(sc3c2c(=O)n(-c2cccc(Cl)c2)c(=O)n3CCN2CCCCC2)C1 | ?
O=C1NCc2cc(-c3cc4c(ccn4Cc4ccncc4)c(N4CCOCC4)n3)ccc21 | 32µM*
CN1C[C@@H](NC(=O)Nc2ccc(F)cc2F)C[C@H]1c1nc(-c2ccccc2)no1 | 1%[86.2 µM]
CC(C)c1nc2c(c(-c3ccc(O)cc3)n1)CN([S+](=O)([O-])c1cccs1)CC2 | 21%
Cc1ccc2c(C)c(CCC(=O)NCc3ccc4c(c3)OCO4)c(=O)oc2c1 | 10%
CSCc1noc(CN2CCCC(CO)(CC=C(C)C)C2)n1 (stereo not drawn) | 18%
CCNC(=O)c1c(C)oc2c1CN(C(=O)CCc1ccccc1)CC2 | ?
O=C(Cc1cccc(Cl)c1)N1CCC2(CC1)CCN(Cc1cccs1)c1ccccc1O2 | ?
Cc1ccc(NC(=O)Nc2ccc3c(c2)N(C)C(=O)c2ccccc2S3)c(C)c1 | -7%
Cn1cc(CNC(=O)c2coc(CN3CCN(C/C=C/c4ccccc4)CC3)n2)cn1 | ?
O=C(O)CSCc1ccc(Cl)cc1Cl | 15%
O=C(Oc1ccccc1)c1cc2ccccc2oc1=O | -30%
CCNC(=O)NC1=C(C#N)C(C)(C)Cc2ccccc21 | 305%[activator]
CCOC(=O)c1c(N)n(-c2ccc(CC)cc2)c2nc3ccccc3nc12 | ?
O=C1CC(c2ccc3c(c2)OCO3)c2c(c3ccccc3[nH]c2=O)O1 (stereo not drawn) | 5%
Cc1ccc(CCNC(=O)c2cc(Nc3ccc(C)c(C)c3)nc3ccccc23)cc1 | 363%[activator]
COc1ccc(-c2nn3c(C(C)C)nnc3s2)cc1OC | -29%

All compounds of this part, from the first entry:
SMILES | KDM5B inhibitor
CCC(Sc1nnc2c(=O)n(-c3ccccc3OC)ccn12)C(=O)Nc1cc(C)ccc1C (stereo not drawn) | -10%
CC(C)Oc1ccc(Br)cc1/C=C/C(=O)O | -1%
CN1CCc2c(sc3c2c(=O)n(-c2cccc(Cl)c2)c(=O)n3CCN2CCCCC2)C1 | ?
O=C1NCc2cc(-c3cc4c(ccn4Cc4ccncc4)c(N4CCOCC4)n3)ccc21 | 32µM*
CN1C[C@@H](NC(=O)Nc2ccc(F)cc2F)C[C@H]1c1nc(-c2ccccc2)no1 | 1%[86.2 µM]
CC(C)c1nc2c(c(-c3ccc(O)cc3)n1)CN([S+](=O)([O-])c1cccs1)CC2 | 21%
Cc1ccc2c(C)c(CCC(=O)NCc3ccc4c(c3)OCO4)c(=O)oc2c1 | 10%
CSCc1noc(CN2CCCC(CO)(CC=C(C)C)C2)n1 (stereo not drawn) | 18%
CCNC(=O)c1c(C)oc2c1CN(C(=O)CCc1ccccc1)CC2 | ?
O=C(Cc1cccc(Cl)c1)N1CCC2(CC1)CCN(Cc1cccs1)c1ccccc1O2 | ?
Cc1ccc(NC(=O)Nc2ccc3c(c2)N(C)C(=O)c2ccccc2S3)c(C)c1 | -7%
Cn1cc(CNC(=O)c2coc(CN3CCN(C/C=C/c4ccccc4)CC3)n2)cn1 | ?
O=C(O)CSCc1ccc(Cl)cc1Cl | 15%
O=C(Oc1ccccc1)c1cc2ccccc2oc1=O | -30%
CCNC(=O)NC1=C(C#N)C(C)(C)Cc2ccccc21 | 305%[activator]
CCOC(=O)c1c(N)n(-c2ccc(CC)cc2)c2nc3ccccc3nc12 | ?
O=C1CC(c2ccc3c(c2)OCO3)c2c(c3ccccc3[nH]c2=O)O1 (stereo not drawn) | 5%
Cc1ccc(CCNC(=O)c2cc(Nc3ccc(C)c(C)c3)nc3ccccc23)cc1 | 363%[activator]
COc1ccc(-c2nn3c(C(C)C)nnc3s2)cc1OC | -29%
N#Cc1cnc(Nc2nc3ccccc3o2)nc1-c1ccccc1 | -2%
CC(C)CC(=O)Nc1nonc1-c1ccc(Br)cc1 | 6%
Cc1cccc(C(=O)NCc2nc(C)cs2)n1 | 13%
CCC(C)Nc1nc(N)c([N+](=O)[O-])c(N2CCCCCC2)n1 (stereo not drawn) | 0%
Cc1ccccc1NC(=O)c1c(NC(=O)c2ccco2)sc2c1CCC(C(C)(C)C)C2 (stereo not drawn) | ?
COc1ccc(S(=O)(=O)Nc2cc(-c3cn4cccc(C)c4n3)ccc2C)cc1C | ?
CC1CCc2c(sc3nnn(Cc4ccccc4Cl)c(=O)c23)C1 (stereo not drawn) | -15%
CN1C(=O)C2(CCN(S(=O)(=O)c3ccc(F)cc3)C2)c2ccccc21 (stereo not drawn) | 16%
CN1CCN(C(=O)N2CCC3(CCCN(C4CCCC4)C3=O)C2)CC1 (stereo not drawn) | 6%
CCc1ccc(/C=N/N2CCN(c3ccccn3)CC2)cc1 | 18%
Cc1cccc(N2CCN(C(=O)C3CCN(C(=O)c4cc5sccc5n4C)CC3)CC2C)c1 (stereo not drawn) | 12%
O=C(C1CCN(C(=O)N2CC3CC(C2)[C@H]2CCCC(=O)N2C3)CC1)N1CCc2ccccc2C1 (stereo partly drawn) | -4%
Cc1noc(C)c1CN1CCNc2cc(Nc3ccccc3)ncc2C1 | -9%[86.2 µM]
CC(C)c1nn2c(=O)cc(CN3CCN(c4ncccn4)CC3)nc2s1 | -5%
Cc1ccc(N(C(=O)CNC(=O)c2ccco2)C(C(=O)NC2CCCCC2)c2cccnc2)cc1F (stereo not drawn) | 31%
Cn1c(SCC(=O)N2CCCc3ccccc32)ncc(C(=O)Nc2ccc(F)cc2)c1=O | 7%
Nc1ccc2oc(=O)c(-c3ccccc3)cc2c1 | 1%

2 compounds drawn at random from the list so far:
SMILES | KDM5B inhibitor
CC(C)c1nc2c(c(-c3ccc(O)cc3)n1)CN([S+](=O)([O-])c1cccs1)CC2 | 21%
O=C(Cc1cccc(Cl)c1)N1CCC2(CC1)CCN(Cc1cccs1)c1ccccc1O2 | ?

(continued)
SMILES | KDM5B inhibitor
CCOc1ccc(S(=O)(=O)Nc2cccc(OC)c2)c2cccnc12 | ?
COc1ccc(OCC2(C)COc3ccc(C(=O)NCc4ccc(F)cc4)cc3N2)cc1 (stereo not drawn) | ?
Cc1ccccc1NC(=O)C1CCN(S(=O)(=O)c2ccccc2)CC1 | 1%
Cn1cc(CN[C@H]2C[C@H]3C(=O)NC[C@@H](CCC(=O)NCc4ccc(F)cc4)N3C2)c2ccccc21 | ?
CNC(=O)N1CCCCCCn2c(nnc2-c2ccc(F)cc2)CC1 | 3%
COc1ccc(Cl)cc1NC(=O)Cn1ccn(Cc2ccc(C)cc2)c(=O)c1=O | 271%[activator]
CC(C)=CCn1c(-c2cc(C)oc2C)cn2cc(C(=O)N3CCCC3C)nc2c1=O (stereo not drawn) | -9%
COc1ccc(OC)c(CNC(=O)CCC[C@H]2NC[C@@H]3C[C@H]2CN(Cc2ccccc2)C3)c1 | ?
COc1cc(OC)c(NC(=O)C2CCCN(c3ccc4nnc(C)n4n3)C2)cc1Cl (stereo not drawn) | 14%
O=C(NC1CCOc2ccccc21)C1CCCC1 (stereo not drawn) | -6%
Cc1ccc(OCc2nc(C3CN(C(=O)c4cc(C)nn4C)C3)no2)cc1 | -9%
CCOc1ccc(NC(=O)N2CCN(C(=O)c3nsc4ccccc34)CC2)cc1 | -5%
O=C(COC(=O)c1ccc[nH]c1=O)NC1CC1 | ?
CCCc1sc(C(=O)N2CCCCCC2)cc1Br | 6%
COc1ccc(C(=O)/C=C/c2ccc(F)c(F)c2)cc1CC(=O)O | -25%
CCOC(=O)N1CCN(CC(=O)Nc2oc3ccccc3c(=O)c2-c2ccc(C)cc2)CC1 | -10%
COC(=O)C1=C(C)N=C2SC=C(CC(=O)NCc3cccc(F)c3)N2C1c1cccc(OC)c1 (stereo not drawn) | ?
Cc1ccccc1NC(=O)CN1C(=O)C(c2ccccc2)=NC12CCCCC2 | -4%
O=C(O)CC12CC3CC(C1)CC(n1ncc(N4CCC5(CC4)OCCO5)c(Cl)c1=O)(C3)C2 | 27%
CN(C)S(=O)(=O)N1CCC(Oc2ccc(C(=O)NC3(C)CC3)cc2)CC1 | 6%
CCOc1ccc2c(n1)CCN(C(=O)Cc1cccc(F)c1)C2 | -17%
COc1ccc2c(CNCC(C)c3ccccc3)c(C(=O)O)n(Cc3ccc(F)cc3Cl)c2c1 (stereo not drawn) | ?
Cc1c(C(=O)N2CCCCCC2)c(S(=O)(=O)N2CCc3ccccc32)c(C)n1C | -15%
COCCCNC(=S)N/N=C/c1ccc(OC)cc1 | 1%

Structures listed above marked active in KDM5B inhibitor.
SMILES | KDM5B inhibitor
O=C1NCc2cc(-c3cc4c(ccn4Cc4ccncc4)c(N4CCOCC4)n3)ccc21 | 32µM*

(further entries)
SMILES | KDM5B inhibitor
Cc1cccc(C(=O)N2CCCCCCNC(=O)[C@@H]3C[C@@H](c4nc(-c5cccnc5)no4)C[C@@H]32)c1 | 13%
COc1cccc(NC(=O)C2CCCN(c3ncnc4onc(C)c34)C2)c1 (stereo not drawn) | -1%
CC(C)C(=O)N1CCN(C(=O)c2cc3ccccc3n2C)CC1 | 19%
COc1ccc2c(C)cc(SCC(=O)NC(C)c3ccccc3)nc2c1 (stereo not drawn) | -27%
CC(Oc1ccccc1F)C(=O)N1CCC(c2nc3ccccc3o2)CC1 (stereo not drawn) | 9%&-39%
Cc1ccc(S(=O)(=O)NCCc2nnc3ccc(SCC(=O)Nc4ccc(F)cc4F)nn23)cc1 | -8%
CCc1cccc2c(C(=O)COC(=O)c3cc(S(=O)(=O)N4CCOCC4)ccc3F)c[nH]c12 | -20%
Cn1nc(C2CCCN(C(=O)Cc3ccsc3)C2)n(C2CCCC2)c1=O (stereo not drawn) | 27%
CCOc1ccccc1C(=O)Nc1cccc2ccc(C)nc12 | ?
COc1ccc(-c2ccnc3nc(CCC4CCCC4)nn23)cc1OC | 13µM*
CC(NC(=O)c1nccnc1N)c1ccccc1Br (stereo not drawn) | ?
O=C(NCc1ccccc1Br)c1ccc(-n2cnc3cccnc32)cc1 | -28%
Cc1ccc(OCc2nc(C3CCN(C(=O)NCc4ccc(F)cc4)CC3)no2)cc1 | 14%
Cc1[nH]cnc1C(=O)N1CCC2(CC1)CC(C(=O)O)N(C(=O)C1CC1)C2 (stereo not drawn) | ?
O=C1CC(c2ccccc2)N(Cc2ccncc2)CCCN(S(=O)(=O)c2cccnc2)CCN1 (stereo not drawn) | 19%
O=C(Nc1cccc2cccnc12)c1ccc(OC2CCCC2)cc1 | -18%
COc1ccc(CN2CCC3(CC2)COc2ccccc2NC3=O)cc1 | -4%
O=C1CC(c2ccccc2)N(C(=O)CNC(=O)C2CC=CC2)CCCCCN1 (stereo not drawn) | 6%
CC(C)(C)c1nc(C(=O)NCCc2ccc(Cl)cc2)n2ccccc12 | ?
COc1cccc(C(=O)Nc2cccc(OCc3cc(=O)n4c5c(sc4n3)CCCC5)c2)c1 | ?
COc1ccc(C(=O)N2CCC(c3n[nH]c(=O)n3Cc3ccc(F)cc3)CC2)cc1OC | 23%
COc1ccc(NC(=O)Cn2ncc3c([nH]c4ccccc43)c2=O)cc1Cl | 8%
COc1ccc(-c2nc(SCC(=O)N3CCC(C)CC3)n[nH]2)cc1 | -18%
CS(=O)Cc1cccc(C(=O)N2CCC(n3cccc3)CC2)c1 (stereo not drawn) | 16%
CC(C)(C)C(=O)Oc1ccc2c(c1)O/C(=C\c1cccnc1)C2=O | 7%

Screening results: PubChem, National Center for Advancing Translational Sciences (NCATS)
